GalR3 antagonist = antagonists of human GalR3; inhibition, % at 3 µM; 0.44% of 360,000 active; HEK293 GalR3-CNG cAMP membrane potential fluorescence; galR3 body fused to GalR1 C-terminus; O60755;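 active = inhibition above the screen-wide average plus 3 SD, cut at about 13% in these data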;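 also: forskolin and galanin both at EC90 stimulate the cells; cAMP rise reported by CNG channel membrane potential dye signal; 0% = forskolin plus galanin with DMSO and 100% = forskolin alone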
Target sequence (O60755 1-299 limits assumed): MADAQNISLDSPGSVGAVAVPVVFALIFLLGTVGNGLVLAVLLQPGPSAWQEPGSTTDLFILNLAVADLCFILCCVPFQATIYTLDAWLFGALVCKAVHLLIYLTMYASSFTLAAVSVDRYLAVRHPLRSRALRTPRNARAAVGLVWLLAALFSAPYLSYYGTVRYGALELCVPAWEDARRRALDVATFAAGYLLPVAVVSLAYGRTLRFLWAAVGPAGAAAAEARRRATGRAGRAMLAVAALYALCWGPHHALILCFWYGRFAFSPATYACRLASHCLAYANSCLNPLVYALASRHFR
* hit, by the source's call. Some of the compounds tested. The share of hits here may be higher or lower than overall.

SMILES	GalR3 antagonist
COC(=O)C1=C(C)N(C)C(=NCc2cccc(C(F)(F)F)c2)NC1c1ccccc1 (centres undefined)	-8
COc1ccc(S(=O)(=O)N2CCN(C)CC2c2ccccc2)cc1OC (centres undefined)	-4
CC12CCC(=O)C=C1CCCC2=O (centres undefined)	-3
CC1CCN(C(=O)COC(=O)c2ccccc2NCCO)CC1	-6
O=C(Nc1ccc2ccccc2c1)c1ccccc1[N+](=O)[O-]	-4
Cc1cc(NS(=O)(=O)c2ccc(NC(=O)c3ccc([N+](=O)[O-])cc3)cc2)nc(C)n1	-6
COc1ccc(-c2noc(CCC(=O)N3CCN(c4ccccc4C)CC3)n2)cc1	-6
COc1ccccc1Cc1c(C2CCCCC2)nc2c3ccccc3ccn12	3
CCC(c1nc2ccccc2[nH]1)n1c(-c2ccc3cc[nH]c3c2)nc2ccccc21 (centres undefined)	-3
CN1C[C@@H]2[C@@H]3C(=O)N(Cc4ccccc4)C(=O)[C@@H]3[C@](C)(C1=O)N2C(=O)c1ccccc1	-4
CCOC(=O)C(=O)Cc1cccnn1	-5
Cc1ccc(CNC(=O)COC(=O)c2ccc(S(=O)(=O)N3CCCCCC3)cc2)cc1	3
Cc1ccc2c(c1)N(Cc1ccccc1)C(=O)C(C)O2 (centres undefined)	-1
CC1Cc2cc(-c3csc(NC(=O)CCl)n3)ccc2N1C(=O)C1CC1 (centres undefined)	-4
COC(=O)C1=C(C)N(Cc2cccc(C(F)(F)F)c2)C(=NCc2cc(OC)c(OC)c(OC)c2)NC1c1cccc(F)c1 (centres undefined)	-1
CC(=O)c1ccc(N2CCN(C(=O)C(=O)c3cn(CC(=O)N4CCOCC4)c4ccccc34)CC2)cc1	-1
CCC/C(=C1/c2ccccc2C(=O)N1c1ccccc1)c1c(C)noc1C	-2
C[C@@H]1CN([C@@H](C)CO)S(=O)(=O)c2ccc(Br)cc2O[C@H]1CN(C)C(=O)CN(C)C	-5
CCOC(=O)C1=CCN(S(=O)(=O)c2ccc(Br)cc2)C1c1cccc(F)c1 (centres undefined)	-7
CC(C)CC#Cc1ccc2c(c1)O[C@H](CN(C)C(=O)Cc1ccncc1)[C@H](C)CN([C@H](C)CO)S2(=O)=O	-3
NC1=NC(=O)C(=Cc2ccccc2)S1	7
Cc1ccc(CNc2ncnc3c2cnn3C2CCCCO2)cc1 (centres undefined)	-8
CCC1OC(C2CC2)CC2=C1C(=O)OC(C)(C)O2 (centres undefined)	1
O=C1C2C3C=CC(C3)C2C(=O)N1c1ccc(-c2nc(-c3ccccc3)nc3ccccc23)cc1 (centres undefined)	-3
CSc1ccccc1NC(=O)CN1C(=O)C2CC=CCC2C1=O (centres undefined)	-1
COc1ccc(-c2cc3nc(C)cc(N4CCN(C(=O)c5cccnc5)CC4)n3n2)cc1	-7
CCCNC(=O)C1(C)CCCN(C(=O)COc2ccc(Cl)cc2Cl)C1 (centres undefined)	2
CC(C)CC1C(=O)N(Cc2cn(Cc3ccco3)nn2)CCS(=O)(=O)N1Cc1ccc(-c2ccncc2)cc1 (centres undefined)	-3
Cc1ccccc1CN1[C@@H](C)[C@H](c2ccccc2)Oc2cccc(N3CCCC3)c2S1(=O)=O	-3
CCCCN(C=O)c1c(CC)nc2c(OCCC3CCCCC3)cccn12	-1
COC(=O)C1=C(C)N(C)C(=NCc2ccc(C(F)(F)F)cc2)NC1c1cccc(F)c1 (centres undefined)	-2
CCN1C(=O)[C@H]2[C@@H](c3ccc(C(F)(F)F)cc3)N[C@]3(CCCN(Cc4ccc(C)cc4)C3=O)[C@H]2C1=O	-7
OC(c1ccccc1)c1nc(-c2cccc(C(F)(F)F)c2)cs1 (centres undefined)	-4
C[C@H](c1ccccc1)N1C[C@@H](COCc2ccccc2)Oc2cccc(F)c2S1(=O)=O	-8
Nc1ccc2ccc(NS(=O)(=O)N3CCCCC3)cc2c1	-8
COc1ccc(C(C)=O)cc1CN1C(=O)C(Cc2ccccc2)ON=C1c1ncccc1C (centres undefined)	-1
COc1ccc(-c2ccc3c(c2)[C@@H]2C[C@H]4[C@@H](C(=O)N2CC3)[C@H](C)ON4C)cc1	-6
CCC(CC)C(C(=O)NCc1ccccc1)N1CCN(CCN2CCOCC2)CC1 (centres undefined)	0
COc1ccc(-c2noc(CCC(=O)Nc3cccc(C(=O)NC4CC4)c3)n2)cc1OC	-7
COCCNC(=O)c1ccc(N2CC3CC(C2)c2cccc(=O)n2C3)c(NC(=O)c2ccccc2Cl)c1 (centres undefined)	-4
C[C@@H]1CN([C@@H](C)CO)C(=O)c2cc(C#Cc3cccc(F)c3)cnc2O[C@@H]1CN(C)CC1CCOCC1	-6
S=C1NC2(CCCCCC2)NN1c1ccccc1	-1
CC(=O)CC1c2cc(F)ccc2C=C(c2ccsc2)N1c1ccc(-c2ccc(C(N)=O)cc2)cc1 (centres undefined)	-3
O=C(NN=Cc1cccc(O)c1O)c1ccccc1	4
O=C(c1ccccc1)N(c1ccccc1)c1ccccc1O	-8
COc1ccccc1C(=O)NCC(=O)Nc1ccc2c(c1)OCO2	0
COc1ccc(C2=CCCC2)c(OC)c1	-5
Cc1ccc(S(=O)(=O)N2CCC(=O)N([C@H](COCc3ccccc3)Cc3ccccc3)CC2)cc1	-1
CC(C)Oc1ccc(S(=O)(=O)N2CCOCC2)cc1NC(=O)C1=NN(c2ccccc2)C(=O)CC1	-3
N#CC1c2ccccc2-c2ccccc2N1C(=O)c1ccccc1 (centres undefined)	-5
COc1ccc(-c2cc(=O)c3c(OC)c(OC)c(OC)c(OC)c3o2)cc1	-3
Nc1c(OS(=O)(=O)c2ccccc2)cccc1OS(=O)(=O)c1ccccc1	-6
CC(=O)Oc1ccccc1Cn1c(C)c(C(=O)NCc2cccc([N+](=O)[O-])c2)sc1=O	-5
O=C(NC1CCCCC1)C(c1ccc(C(F)(F)F)cc1)n1c(=O)c(-c2cc3ccccc3[nH]2)nc2ccccc21 (centres undefined)	-5
CC(=O)Nc1ccc(-c2ccnc3c2CC(C(=O)NCc2ccccc2)O3)cc1 (centres undefined)	5
N#CCCN(NC(=O)OCc1ccccc1)C(=O)OCc1ccccc1	-2
Cc1ccc(C(=O)NCN2CCN(c3ccccc3)CC2)cc1	-2
CCn1c(SCC(=O)N2CCCC2=O)nc2ccccc21	-6
Cc1cc(C)cc(Cn2c3ccc(NC(=O)NCc4ccc(F)cc4)cc3c(=O)n2C)c1	-4
O=CNC1c2ccccc2CCc2ccccc21	-6

Compounds from the list above that contain a cyano group, in the order listed:
SMILES	GalR3 antagonist
N#CC1c2ccccc2-c2ccccc2N1C(=O)c1ccccc1 (centres undefined)	-5
N#CCCN(NC(=O)OCc1ccccc1)C(=O)OCc1ccccc1	-2

Next part.
SMILES	GalR3 antagonist
Cc1ccc(-c2cc3nc(NCCOc4ccccc4Cl)n(C)c(=O)c3s2)cc1	0
CCC(=O)[C@@H](C)[C@@H](OC(C)=O)[C@H](C)C[C@@H](C)[C@H]1OC(=O)C[C@@]2(O)CC=C(C)C(O2)C(C)=CCCC[C@H](O[C@H]2C[C@@H](OC(N)=O)[C@H](OC(C)=O)[C@@H](C)O2)C=C[C@H](C)C[C@H]1C	-8
O=C(COC(=O)c1ccccc1)c1ccc(S(=O)(=O)N2CCCCC2)cc1	-4
CC(C)OC(=O)N(C)C[C@H]1OCc2cn(nn2)CCCC(=O)N([C@H](C)CO)C[C@@H]1C	-3
CCOC(=O)[C@]12CCCC=C1N(Cc1ccccc1)C(=O)[C@H](CC(=O)NCC1CCCCC1)C2	-7
CCCc1c(-c2ccccc2Br)ncn1Cc1ccccc1OC	-4
COc1ccc(C2(C)C(C#N)C(=O)NC(=O)C2C#N)cc1 (centres undefined)	-5
CC(C)C(=O)N1CCC1(C)C(=O)Nc1nc2ccccc2[nH]1 (centres undefined)	-2
CCNC(=O)C1(C)CCCN(Cc2cc3ccccc3o2)C1 (centres undefined)	-7
CCc1nc2c(OCCOC)cccn2c1N(C)C(=O)c1ccc(C)cc1	-7
CC1(C)CC(=O)C=C(c2n[nH]nc2C2CC2)C1	-4
Cc1ccc(S(=O)(=O)NC(=O)C2(C)CCN2C(=O)Cc2cc(F)ccc2F)nc1 (centres undefined)	-2
Cc1ccc(P(=O)(c2ccc(C)cc2)[C@@H](NC(c2ccccc2)c2ccccc2)c2ccccc2)cc1	-8
CC(=O)OCC(=O)C1(O)CCC2C3CCC4C(OC(C)=O)C(=O)CCC4(C)C3C(=O)CC21C (centres undefined)	-5
COC(=O)c1cc2c(c3c4cc(F)ccc4n(S(=O)(=O)c4ccc(C)cc4)c13)C(=O)N(Cc1ccc(C(F)(F)F)cc1)C2	-3
Nc1ccc(S(=O)(=O)c2ccc(N)nc2)cc1	-9
CC(C)c1[nH]nc2c1C(c1ccc(F)cc1)N(Cc1ccccc1)C2=O (centres undefined)	-6
CN(N=Cc1cccc2cccnc12)c1ccc([N+](=O)[O-])cc1[N+](=O)[O-]	-3
O=C(C[C@H]1CC[C@@H]2[C@H](COC[C@H](O)CN2Cc2nccs2)O1)NCc1ccccc1Cl	-1
c1ccc(-c2ccc3ncccc3n2)cc1	3
N#Cc1cccc(C(=O)Nc2ccccc2C(=O)NC2CC2)c1	-2
Cc1nc2n[nH]c(N)c2nc1C	0
CC1(C)CC(=O)C=C(c2ccc(COC(=O)Cc3ccccc3)cc2)C1=O	-6
c1ccc(CN2CC[C@@H](Nc3nccn4ccnc34)C2)cc1	-4

Another view of part of the listing above:
> CC(C)c1[nH]nc2c1C(c1ccc(F)cc1)N(Cc1ccccc1)C2=O (centres undefined)
  GalR3 antagonist: -6

> CN(N=Cc1cccc2cccnc12)c1ccc([N+](=O)[O-])cc1[N+](=O)[O-]
  GalR3 antagonist: -3

> O=C(C[C@H]1CC[C@@H]2[C@H](COC[C@H](O)CN2Cc2nccs2)O1)NCc1ccccc1Cl
  GalR3 antagonist: -1

> c1ccc(-c2ccc3ncccc3n2)cc1
  GalR3 antagonist: 3

Following part.
SMILES	GalR3 antagonist
Cc1ccc(S(=O)(=O)NCCC(=O)NCCc2ccccc2)cc1	-4
C[C@H]1CN([C@@H](C)CO)S(=O)(=O)c2ccc(Br)cc2O[C@H]1CN(C)C(=O)c1cccc(F)c1	-5
CCCCN1C(=O)C(CC(=O)NCC2CCCCC2)CC(C(=O)N(C(C)C)C(C)C)=C1C (centres undefined)	-3
Cc1ccsc1CNC(=O)C1(C)CCN1C(C)C (centres undefined)	-5
COc1ccc(C(=O)NCC(c2ccccc2)c2ccccc2)cc1S(=O)(=O)N1CCOCC1	-5
COC(=O)[C@]12C[C@H](CC(=O)NCCc3ccccc3OC)C(=O)N(CCC3=CCCCC3)C1=C[C@H](C(C)(C)C)O[C@@H]2C	1
CCCCN1CC(Br)C(=O)NC1=O (centres undefined)	-2
CCN(CCc1ccccc1)c1ccc2c(c1)C1CC2CCN1Cc1ccccc1 (centres undefined)	-4
O=C(O)C1C2CCC1C(O)C2 (centres undefined)	-6
COC(=O)C1=C(C)N(C)C(=NCc2ccc3c(c2)OCO3)NC1c1cccc(C(F)(F)F)c1 (centres undefined)	2
Fc1cccc(Cc2c(-c3ccc(Cl)cc3)nc3ccc(Br)cn23)c1	-6
C[C@H]1CN([C@@H](C)CO)S(=O)(=O)c2ccc(-c3ccccc3)cc2O[C@H]1CN(C)C(=O)C1CCC1	-1
COc1ccccc1N1CCN(c2ccc3c(c2)S(=O)(=O)c2cccc(C(=O)NCc4cccc(F)c4)c2C3=O)CC1	-1
OC[C@@H]1CN(CCN2CCOCC2)C[C@H](n2cnc3c(Nc4ccccc4)ncnc32)O1	-5
CC(C)(C)n1nnnc1C(c1ccccc1)N1CCN(c2ccc(C(F)(F)F)cn2)CC1 (centres undefined)	-6
O=C(Cn1cnc2scc(-c3ccc(F)cc3)c2c1=O)NCC(c1ccco1)N1CCCC1 (centres undefined)	-3
CCOC(=O)C1CCNC(=O)C1=O (centres undefined)	-6
O=C(c1cc(C2CC2)nn1-c1ccccc1)N1CCN(S(=O)(=O)c2ccccc2)CC1	1
CC(C)(C)S(=O)(=O)N1Cc2cc(CO)ccc2[C@@H]1CCO	-6
COc1ccc(C#Cc2ccc3c(c2)O[C@H](CN(C)S(=O)(=O)c2ccccc2F)[C@H](C)CN([C@H](C)CO)S3(=O)=O)cc1	-7
CC(C)CNC(=O)C1(C)CCCN1C(=O)c1ccncc1 (centres undefined)	-4
O=C(NCc1ccco1)c1ccc2sc([C@H]3C[C@H](O)[C@@H](CO)O3)nc2c1	-4
COc1ccc(C(C(=O)Nc2c(C)cccc2C)n2c(=O)c(-c3ccco3)nc3ccccc32)cc1 (centres undefined)	-7
COc1ccc2c(c1)CCCC(Br)C2=O (centres undefined)	2
CC1(C(=O)NS(=O)(=O)c2ccccc2)CCN1C(=O)Cc1ccc(Cl)cc1Cl (centres undefined)	-5
COc1ccc2[nH]c3c(c2c1)CCN1C(=O)C(CC(=O)NCCCN(C)C)C[C@H](C(=O)N2CCCCC2)[C@@]31C (some centres undefined)	-1
COc1cccc(C(NC(C)=O)c2nc(-c3ccccc3OC)cs2)c1 (centres undefined)	2
O=[N+]([O-])c1ccc(-c2cn(-c3ccc(Cl)cc3)cn2)cc1	-4
C[C@@H]1C(c2ccccc2)=NN(c2ccc(Br)cc2)[C@H]1C(=O)N1CCOC1=O	-4

Copied from the list.
Reading for `COc1ccc2[nH]c3c(c2c1)CCN1C(=O)C(CC(=O)NCCCN(C)C)C[C@H](C(=O)N2CCCCC2)[C@@]31C` (some centres undefined) under GalR3 antagonist: -1
Reading for `O=[N+]([O-])c1ccc(-c2cn(-c3ccc(Cl)cc3)cn2)cc1` under GalR3 antagonist: -4
Reading for `COc1cccc(C(NC(C)=O)c2nc(-c3ccccc3OC)cs2)c1` (centres undefined) under GalR3 antagonist: 2
Reading for `CC1(C(=O)NS(=O)(=O)c2ccccc2)CCN1C(=O)Cc1ccc(Cl)cc1Cl` (centres undefined) under GalR3 antagonist: -5
Reading for `C[C@@H]1C(c2ccccc2)=NN(c2ccc(Br)cc2)[C@H]1C(=O)N1CCOC1=O` under GalR3 antagonist: -4

Screening results from PubChem BioAssay.
